APEX1 inh: inhibitors of human APE1 endonuclease | recombinant APE1, TAMRA/BHQ-2 abasic DNA cleavage fluorescence | P27695 | Potency, µM (series often up to 65.8 µM), without a hit: at the highest dose activity change, negative = inhibition, hits mostly inhibitors | hit rate 0.35% among 350,000;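 also: potency is read from the fitted curve at half-maximal effect; plate controls were vehicle for no effect and reference inhibitor for full effect; nearly all actives have a fitted effect of over 55% in size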
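Enzyme (0.75 nM final) and test compound are incubated 15 min at room temperature before adding 50 nM quenched THF abasic-site duplex. Cleavage dequenches TAMRA, followed at 525/598 nm over three reads one minute apart.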
TRHR ag: activates the human TRH receptor; P34981; activation, % at 2 µM; AID 493084; TRHR cells, calcium flux fluo-8, FDSS agonist mode; hit rate 0.18% among 360,000; in the data active = activation above about 30%; also: 0% is about no effect
Target sequence (P34981 whole entry, looked up): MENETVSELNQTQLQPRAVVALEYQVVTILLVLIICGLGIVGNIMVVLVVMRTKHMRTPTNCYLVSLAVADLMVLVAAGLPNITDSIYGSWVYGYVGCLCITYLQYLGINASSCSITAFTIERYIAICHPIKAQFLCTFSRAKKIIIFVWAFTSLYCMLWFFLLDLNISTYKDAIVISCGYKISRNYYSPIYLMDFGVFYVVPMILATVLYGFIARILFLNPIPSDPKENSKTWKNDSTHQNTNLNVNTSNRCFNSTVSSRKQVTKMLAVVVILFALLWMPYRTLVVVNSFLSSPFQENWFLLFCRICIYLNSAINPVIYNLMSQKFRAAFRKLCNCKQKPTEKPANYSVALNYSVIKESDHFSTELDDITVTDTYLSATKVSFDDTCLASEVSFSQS
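Read-out: compound-evoked intracellular calcium rise in TRHR cells, fluo-8 dye, kinetic FDSS fluorescence at 1 s/cycle following a 10-cycle baseline. Cells cultured overnight before dye loading (30 min–1.5 h, RT).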
ERG Ets-DNA blk: blocks human ERG Ets domain binding to DNA. P11308. fluorescence polarization, His-ERG Ets domain / labelled DNA. Potency, µM (top dose mostly 76.9 µM), for the others: at the highest dose FP activity, negative = inhibition, usual class: inhibitors. hit rate 0.028% among 370,000. AID 624246; active = well fitted inhibition curve with a large enough effect in the polarisation, with a control signal flat; inconclusive = small, poorly fitted or top-dose-only effect, or effect the other way, or a change in a side signal; inactive = no such curve, though single readings can be large or run the other way; the % refers to the polarisation;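 also: polarization taken with two DNA probes labelled with fluorescein and Texas red; potency is read from the fitted curve at half-maximal effect; % of control where 0% means no effect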
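His-tagged ERG Ets domain (1 uM in the protein solution; 300mM KCl, 50mM Tris-HCl, 1mM EDTA, 1mM DTT, pH 7.5) received compound, then a probe mix of 5 nM fluorescein-DNA and 100nM Texas-615-DNA. Fluorescence polarization was read for both dyes.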
BLM inh: Bloom syndrome helicase (human) inhibition; recombinant BLM DNA unwinding, fluorescence dequenching; hit rate 0.2% among 350,000; Potency, µM (top dose mostly 56.1 µM), for inactives: at the top dose activity change, negative = inhibition, actives largely listed as inhibitors; AID 2528; P54132;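 also: potency is read from the fitted curve at half-maximal effect; plate controls were vehicle for no effect and no enzyme for full effect; nearly all actives have a fitted effect of over 35% in size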
ALOX12 inh: ALOX12 (human) lipoxygenase inhibition; P18054; hit rate 1.1% among 580,000; purified 12hLO, xylenol orange hydroperoxide absorbance; Potency, µM (titrated, usually from 108 µM), without a hit: top-dose activity change, negative = inhibition, hits mostly inhibitors; also: potency is read from the fitted curve at half-maximal effect; % is scaled to controls: 0 for no effect and ±100 for the full control effect
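Purified human 12hLO at 150 nM in 25 mM Hepes, 0.01% Triton X-100, pH 7.0, preincubated 15 min at room temperature with compound. Reaction started with 40 uM arachidonic acid, 30 min at room temperature. Hydroperoxide measured by Fe-xylenol orange, 573/405 nm absorbance ratio.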
Pol beta inh: blocks human DNA polymerase beta activity; Potency, µM (titrated, usually from 114 µM), for inactives: top-dose activity change, negative = inhibition, most hits filed as inhibitors; P06746; hit rate 1.3% among 340,000; Pol beta primer extension/strand displacement, fluorescence kinetic; also: potency is read from the fitted curve at half-maximal effect; % is scaled to controls: 0 for no effect and ±100 for the full control effect
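Reaction started by 50 nM substrate onto compound-treated Pol beta (10 nM, 15 min preincubation, room temperature); plates read at 0 min and 10 min. Normalized concentration-effect data fitted by four-parameter Hill equation.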
POLI inh: DNA polymerase iota (human) inhibition | Q9UNA4 | Pol iota fluorescent replication assay, 10 min | Potency, µM (highest dose often 115 µM), without a hit: at the highest dose activity, negative = inhibition, most hits filed as inhibitors | hit rate 1% among 390,000; also: potency is read from the fitted curve at half-maximal effect
Target sequence (Q9UNA4 whole entry, looked up): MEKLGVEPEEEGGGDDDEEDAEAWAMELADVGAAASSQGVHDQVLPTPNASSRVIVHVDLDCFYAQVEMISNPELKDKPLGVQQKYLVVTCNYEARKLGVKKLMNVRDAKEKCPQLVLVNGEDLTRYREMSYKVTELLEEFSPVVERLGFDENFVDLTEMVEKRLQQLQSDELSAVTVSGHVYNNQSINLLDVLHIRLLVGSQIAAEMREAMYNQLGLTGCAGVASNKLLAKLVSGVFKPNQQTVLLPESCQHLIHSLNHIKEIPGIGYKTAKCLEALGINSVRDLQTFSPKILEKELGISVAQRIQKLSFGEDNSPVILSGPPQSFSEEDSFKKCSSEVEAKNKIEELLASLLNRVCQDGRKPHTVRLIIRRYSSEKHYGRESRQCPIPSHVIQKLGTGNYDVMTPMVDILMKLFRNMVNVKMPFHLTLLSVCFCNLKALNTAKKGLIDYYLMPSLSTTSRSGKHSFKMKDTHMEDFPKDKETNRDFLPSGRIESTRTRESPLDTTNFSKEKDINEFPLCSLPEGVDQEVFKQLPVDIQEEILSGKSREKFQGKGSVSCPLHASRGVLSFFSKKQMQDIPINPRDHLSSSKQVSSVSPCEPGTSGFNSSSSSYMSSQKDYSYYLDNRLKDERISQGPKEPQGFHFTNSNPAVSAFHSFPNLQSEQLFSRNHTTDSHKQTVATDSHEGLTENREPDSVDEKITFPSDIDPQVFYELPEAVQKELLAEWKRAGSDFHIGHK
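Fluorescent replication assay read twice, at 0 min and 10 min after adding 50 nM (final) substrate. Enzyme (10 nM) and compounds were first incubated 15 min at room temperature; enzyme-free buffer wells were negative controls.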
Apoferritin bind: candidate novel general anesthetic via apoferritin binding | P02791 | apoferritin/1-aminoanthracene competitive binding, fluorescence | Potency, µM (highest dose often 77.5 µM), for inactives: at the highest dose activity change, negative = displacement, actives largely listed as inhibitors | hit rate 0.074% among 350,000 | AID 485281; also: potency is read from the fitted curve at half-maximal effect; % is scaled to controls: 0 for no effect and ±100 for the full control effect; nearly all actives have a fitted effect of over 20% in size
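Horse-spleen apoferritin (10 uM) was mixed with 50% saturated 1-aminoanthracene in PBS, exposed to compounds for 10 min at room temperature, and read for fluorescence (ex 380 nm, em 535 nm). Competitive displacement was fitted with a four-parameter Hill equation.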
POLK inh: DNA polymerase kappa (human) inhibition; purified Pol kappa, fluorescent DNA synthesis assay, 10 min; Q9UBT6; AID 588579; hit rate 0.53% among 400,000; Potency, µM (titrated, usually from 107 µM), for the others: top-dose activity, negative = inhibition, usual class: inhibitors; also: potency is read from the fitted curve at half-maximal effect; % is scaled to controls: 0 for no effect and ±100 for the full control effect
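Kinetic fluorescence screen: compound preincubated 15 min RT with 10 nM enzyme; 50 nM substrate (final) initiates; reads at 0/10 min.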
The depositor's hits bear a star; i = inactive; ? = inconclusive; · = not tested or not shown; & = joins results of further samples; ! = repeats disagree; [ ] = another dose, or the depositor's remark. Unless noted, calls follow the shape of the dose curve; as a rule, active = well fitted curve in the direction sought with a large enough effect; inconclusive = small, poorly fitted or top-dose-only effect, or another doubt; inactive = no such curve, though single readings can be large; an effect the other way counts as inactive or inconclusive.

| SMILES | APEX1 inh | TRHR ag | ERG Ets-DNA blk | BLM inh | ALOX12 inh | Pol beta inh | POLI inh | Apoferritin bind | POLK inh |
| --- | --- | --- | --- | --- | --- | --- | --- | --- | --- |
| COc1ccc(N2CCN(C(CNC(=O)c3ccco3)c3cccnc3)CC2)cc1 (stereo not drawn) | -3% | 0.1 | 4% | 1% | -8% | 28% | 2% | -11% | -3% |
| COc1ccc(-n2c(Cc3cccn3C)nnc2SCC(=O)Nc2ccc(F)cc2F)cc1 | 1% | -0.9 | 3% | -3% | i | 3% | 19% | -15% | -20% |
| CCC1CCCCN1S(=O)(=O)c1ccc(NC(=O)c2cc(=O)c3ccccc3o2)cc1 (stereo not drawn) | · | -0.2 | -3% | 3% | -21% | 1% | 13% | ? | 12% |
| Cc1nn(C(C)c2n[nH]c(=S)n2-c2cccc(Cl)c2)c(C)c1[N+](=O)[O-] (stereo not drawn) | 1% | -0.7 | -9% | -7% | ? | 1% | 25% | 2% | 1% |
| COc1ccc2cc3cc(C(=O)NCCN4CCN(c5ccccc5F)CC4)oc3nc2c1 | 1% | -1.1 | 1% | -9% | 0%[57.4 µM] | 3% | 29% | -8% | -7% |
| COc1ccc(CCNS(=O)(=O)c2ccc3c(c2)CCCC3)cc1OC | 18% | · | 4% | · | -1% | · | 26% | · | -12% |
| C=CCCC(=O)Nc1nc(C)c(-c2csc(Nc3cc(Cl)ccc3OC)n2)s1 | 4% | 0.3 | 1% | -9% | -25% | 16% | 38%[activator] | -16% | 9% |
| CCC(=O)N1CCN(c2ccccc2NC(=O)COc2ccccc2Cl)CC1 | -11% | -0.1 | · | 0% | 22% | 6% | 9% | -5% | -9% |
| Cc1cc(-c2n[nH]c(=S)n2/N=C/c2ccccc2[N+](=O)[O-])n[nH]1 | 1% | 0.3 | 2% | 2% | ? | 50% | 19% | -13% | -17% |
| Cn1nc(C(F)(F)F)c(C(=O)Nc2ccc(F)cc2F)c1Sc1ccc(Cl)cc1 | -3% | 0.0 | 6% | -12% | ? | 23% | 14% | -7% | -12% |
| COc1ccc(-c2noc(-c3ccc4c(c3)OCO4)n2)cc1 | -1% | 0.4 | 1% | -2% | -8% | 16% | 15% | -6% | -1% |
| Cc1cc(NC(=O)CSc2nc(C)c(C)n2CC(C)C)no1 | 3% | · | 12% | · | -1% | · | ? | · | -15% |
| COC(=O)CC1Oc2ccccc2-n2cc(-c3ccccc3)nc21 (stereo not drawn) | · | -2.0 | 7% | -4% | -6% | 14% | 23% | -4% | 14% |
| Nc1ccc(N=Nc2ccc(O)cc2)c(N)n1 | · | · | -2% | · | ? | · | 6% | · | -15% |
| CCCCNC(=S)N(C)/N=C/c1ccc(OCC(=O)Nc2c(C)cc(C)cc2C)c(OC)c1 | 20% | 0.5 | 0% | 0% | -1% | 12% | -25% | -16% | -7% |
| CCC(=O)N(CCN1CCOCC1)Cc1cc2cc3c(cc2nc1Cl)OCO3 | -4% | -0.6 | 0% | -5% | -4% | ? | 9% | ? | -7% |
| CN(C)c1cc[n+](CCC(=O)Nc2cccc([N+](=O)[O-])c2N)cc1 | 4% | 0.3 | -5% | 5% | 10% | 32% | 7% | -5% | 1% |
| COc1cccc(NC(=O)N2CCC(NC(=O)C(Cc3cccc(C)c3)NC(C)=O)CC2)c1 (stereo not drawn) | 54%[activator] | -0.5 | -6% | -5% | 22% | -3% | 56%[activator] | 0% | 4% |
| CC(C)[N+](C)(CCOC(=O)C1c2ccccc2Oc2ccccc21)C(C)C | 8.9µM*! | -1.1 | ? | 10% | -4% | 5% | 0% | -9%&0% | 1%[60.1 µM] |
| O=C(CCCCCNc1nc(=S)[nH]c2ccccc12)NCCC1=CCCCC1 | 0% | 1.1 | -4% | 1% | -1% | 10% | 190%[activator] | -6% | -5% |
| O=C(C1=C[C@H](c2csc3ccccc23)C[C@H](OCCCCO)O1)N1CCOCC1 | 1% | -0.3 | 4% | -1% | -28% | 0% | 20% | -4% | -8% |
| COc1cc2c(c(OCC(=O)NC(C)C)c1)C(=O)O[C@@H](C)CCCC(=O)CCCCC2 | 3% | 0.8 | 1% | -3% | 445%[activator] | -20% | -5% | 8% | 8% |
| Cc1ccc(C)c(C2C(C#N)=C(N)Oc3cc(C)oc(=O)c32)c1 (stereo not drawn) | -1% | 0.5 | 18% | -2% | -19% | -12% | 1% | -4% | -6% |
| CN(C(=O)COC(=O)c1ccccc1Cc1ccccc1)C1CCS(=O)(=O)C1 (stereo not drawn) | 14% | 0.4 | 9% | -6% | -1% | ? | 66%[activator] | -4% | -1% |
| COC(=O)[C@@H]1C[C@@]2(O)[C@@H](O)[C@@H](O)[C@@H](O)C[C@H]2N1Cc1ccc(C(F)(F)F)cc1 | -4%&-3% | -0.2 | -6% | 2%&0% | -22% | -5% | 26% | -1%&5% | 1% |
| O=C1Nc2ccc(Br)cc2C12NNc1ccccc1O2 (stereo not drawn) | -2% | 7.3 | 26% | -7% | ? | 1% | 53%[activator] | ? | -14% |
| COc1ccc(C2CC(=O)Nc3c2c(=O)nc2c(C)cccn32)cc1 (stereo not drawn) | · | 0.4 | 3% | 3% | -1% | 1% | 19% | -1% | -4% |
| COc1ccc(/C=C/C(=O)OCC(=O)Nc2ccc3[nH]c(=O)[nH]c3c2)cc1OC | 29% | -0.1 | 1% | · | -9% | · | 51%[activator] | · | -4% |
| CS(=O)(=O)c1ccccc1C(=O)N(CCC1=CCCCC1)c1c(N)n(Cc2ccccc2)c(=O)[nH]c1=O | 12% | -0.6 | 2% | · | 4% | · | 12% | · | -6% |
| CCC(=O)NC(NC(=S)Nc1cccc2cccnc12)C(Cl)(Cl)Cl (stereo not drawn) | 21% | 0.7 | -3% | -1% | ? | -2% | 35%[activator] | 3% | -5% |
| OCC1(Cc2ccccc2)CCN(Cc2cc3ccccc3o2)CC1 | 8% | 1.8 | 5% | -5% | -10% | 11% | -13% | -10% | 3% |
| NS(=O)(=O)c1cccc(NC(=O)COC(=O)C2CCCCC2)c1 | 1% | 1.5 | -9% | 2% | -3% | 2% | 8% | -12% | -3% |
| Cc1ccc(NC2=C(Cl)C(=O)OC2OC(C)C)c(C)c1 (stereo not drawn) | 8% | -0.1 | 3% | 2% | 31%&11% | 31% | 13% | 4% | -8% |
| Cc1ccc(C(=O)NC(=S)Nc2ccc3[nH]c(=O)[nH]c3c2)c(C)c1 | ? | 0.4 | 6% | -6% | -13% | -1% | 1% | -5% | 17% |
| Cc1ccc(Nc2ccc([N+](=O)[O-])ccc2=O)cc1 | · | · | 1% | · | ? | · | -9% | · | 0% |
| O=C(c1ccccc1)N1c2ncnn2C2(CCCCC2)[C@@H]2CCCC[C@@H]21 | · | -0.9 | -4% | -2% | -24% | -16% | -6% | -14% | -27% |
| Cc1cc(C)c(NC(=O)CN2C(=O)NC3(CCCc4ccccc43)C2=O)c(Cl)c1 (stereo not drawn) | 18% | 0.3 | 12% | · | -41% | · | 40%[activator] | · | 1% |
| O=C(NCCc1ccc(Cl)cc1)C(=O)NCC(c1ccco1)S(=O)(=O)c1cccs1 (stereo not drawn) | · | 0.2 | 2% | -2% | -4% | 9% | 2% | 7% | -12%[60.1 µM] |
| O=C1NC(SCCCF)=N/C1=C/c1ccc(-n2cncn2)cc1 | -1% | -0.4 | 8% | 0% | -5% | -2% | 57%[activator] | 2% | -9% |
| CCOc1ccc(-n2ccnc(SCC(=O)NCCc3ccccc3)c2=O)cc1 | 11% | -0.4 | 7% | · | -4% | · | 13% | · | -3% |
| Cc1ccsc1C1C(C#N)=C(N)OC2=C1C(=O)CC(C)(C)C2 (stereo not drawn) | -6% | -1.0 | -5% | -2% | 0% | 55% | 28% | -7% | 4% |
| O=C(CCc1nnc(Cc2ccc(-c3ccccc3)cc2)o1)NCCc1ccccn1 | -1% | -0.8 | -18% | -8% | 8% | ? | -3% | -10% | -10% |
| O=C(NC(NCC1CCCO1)C(Cl)(Cl)Cl)c1cccc2ccccc12 (stereo not drawn) | -2% | -0.4 | -15% | 1% | 0% | -21% | 14% | 7% | -16% |
| O=C1CCC(=O)N1CN(Cc1ccco1)CN1C(=O)CCC1=O | 7% | 0.0 | 4% | -5% | 31%[activator] | 23% | -5% | -5% | -8% |
| CCOC(=O)c1sc(N2C(=O)C(O)=C(C(=O)c3ccc(C)o3)C2c2cccc([N+](=O)[O-])c2)nc1C (stereo not drawn) | -9% | -0.2 | 2% | -13% | ? | -11% | 36%[activator] | -17% | -1% |
| Cn1c(=O)c2c(O)cc(=O)[nH]c2n(-c2ccccc2)c1=O | -1% | 0.1 | 6% | -2% | ? | 2% | 3% | -5% | -7% |
| Cc1ccc(S(=O)(=O)N2CCN(C(=O)N(c3ccccc3)c3ccccc3)CC2)cc1 | -2% | 0.0 | 2% | -4% | 3% | 1% | 6% | -7% | -17% |
| CCCCC[C@H](O)/C=C/[C@@H]1[C@@H](C/C=C\CCCC(=O)O)[C@@H](O)C[C@@H]1O | 3%&-4% | · | · | -4% | 12%[12.5 µM] | · | · | 5% | 5%[19.4 µM] |
| COc1ccc(OCCNc2c([N+](=O)[O-])c(=O)oc3ccccc23)cc1 | 23% | -0.2 | 13% | -12% | -7% | 34%[activator] | 29% | ? | 8% |
| Cc1ccn2c(=O)nc(SCC(=O)N3CCCc4ccccc43)nc2c1 | 12% | -0.3 | 4% | · | -34% | · | ? | · | -5% |
| O=C(c1cc(C(F)(F)F)cc(C(F)(F)F)c1)N1CCC2(CCCN(Cc3nccs3)C2)CC1 | -3% | · | · | -4% | 1%[57.4 µM] | · | · | · | 1%[60.1 µM] |
| CC[C@]1(c2ccccc2C)ON(c2ccccc2C(F)(F)F)C1=O | 16% | -0.8 | 0% | · | 2% | · | 6% | · | -2% |
| Oc1cccc2ccc(Nc3ccccn3)nc12 | -8% | 0.3 | -10% | -7% | ? | 0% | 15% | -1% | -11% |

Bioassay records (PubChem)

An excerpt, so the mix of outcomes need not match the whole.
